PfHsp90 yeast 2: growth inhibition of yeast expressing Plasmodium Hsp90. S. cerevisiae expressing PfHsp90, BacTiter-Glo ATP, 48 h; yeast lacking PDR1 and PDR3 efflux regulators. inhibition, % at 9.4 µM. 310,000 tested, 0.32% active;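 active = every replicate shows inhibition above about 80%, whatever the replicate mean, limit read from the data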;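 also: 0% = DMSO neutral controls and 100% = 20 µM radicicol positive controls; yeast relying on Plasmodium falciparum Hsp90 in place of its own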
Ecoli viability: counter-screen for AddAB inhibitors: E. coli growth inhibition; E. coli V3065 growth, OD600 absorbance, 18 h; inhibition, % at 11.9 µM; 330,000 tested, 0.27% active; AID 449728;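 active = inhibition above the campaign's mean inhibition across all tested compounds plus 3 SD, cut at about 9.9% in these data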;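 also: uninfected addAB+ strain grown without phage in ampicillin broth; 0% = DMSO wells and 100% = ciprofloxacin 0.95 µg/ml wells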
OPRM1-OPRD1 ag: agonists of human mu-delta opioid receptor heterodimerization. P35372+P41143. cells, OPRM1-OPRD1 heterodimerization, luminescence. activation, % at 9.3 µM. 340,000 tested, 0.3% active. AID 504326; in the data active = activation above about 18%;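 also: 0% = vehicle-treated cells and 100% = reference agonist; values of inactives mirror those of a sister screen read the other way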
Arr AP2 block: inhibitors of human beta-arrestin and AP2 interaction; FITC-arrestin peptide / GST-AP2 beads, flow cytometry; AP2 beta2 appendage carries R879A mutation; inhibition, % at 10 µM; 340,000 tested, 0.31% active; AID 504490;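 active = inhibition above a set limit, near 3 SD of compounds lacking own fluorescence, cut at about 54% in these data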;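 also: plate controls were DMSO wells for no effect and 5 µM unlabelled arrestin peptide for full effect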
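Material – GST-tagged AP2 beta2-adaptin appendage (R879A) on 4 µm glutathione beads · Probe or stimulus – fluorescein-tagged arrestin peptide at 50 nM final · Timing – 12 min plus 1 h, RT · Detection – bead flow cytometry, FITC channel · Read-out basis – inhibition as reduced fluorescein signal on beads, percent · Medium – PBS plus Tween 20 (0.05%) and BSA (0.1%)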
PKA-R1A act: PKA-R1A complex activation | AID 504707 | activation, % at 11.4 µM | 340,000 tested, 0.083% active | PKA-R1A dissociation, Cy5-IP20 fluorescence polarization; scaled: DMSO 0%, 113 µM cGMP 100%;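 active = percent activation above the mean of all tested compounds plus 3 SD, cut at about 19% in these data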;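 also: higher means more PKAc released from R1A so a rise in polarization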
Mot1-301 SUMO: blocks SUMOylation pathway, rescuing yeast Mot1-301 growth. S. cerevisiae Mot1-301 growth rescue, ATP luminescence, 38.5C; percent above DMSO median, 100 means doubled. growth rescue, % at 18.8 µM. 320,000 tested, 1% active;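 active = every valid replicate shows activation above 250% relative to neutral control wells; inactive = the rest, any valid replicate at or below 250%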;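 also: OY570 slx delta 5 strain wells were the positive control but not used for scaling; some compounds called inactive have numbers as strong as hits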
Tat transport: blocks Tat-dependent protein export in E. coli | E. coli MC4100 TorA-mCherry Tat export, fluorescence | inhibition, % at 10 µM | 340,000 tested, 0.036% active | AID 488895;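 active = mean replicate inhibition at least 50% and at least half of replicates individually reaching 50%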;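 also: exported cargo escapes ClpAP degradation while cytoplasmic cargo is degraded and loses fluorescence; 0% = median of neutral control wells and 100% = median of NaSCN control wells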
Pemphigus Ab inh: blocks pemphigus antibody binding to human desmoglein-3 | DSG3-coupled beads, scFv-anti-DSG3-GFP binding, flow cytometry; active compounds read low | binding (percent of control), % at 10 µM | 310,000 tested, 0.48% active | AID 588358;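 active = binding more than 3 SD below its plate's average and above zero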;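 also: hits lower antibody fragment binding to DSG3; some compounds called inactive have numbers as strong as hits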
Target sequence (P32926 whole entry, looked up, the tested form may be a part): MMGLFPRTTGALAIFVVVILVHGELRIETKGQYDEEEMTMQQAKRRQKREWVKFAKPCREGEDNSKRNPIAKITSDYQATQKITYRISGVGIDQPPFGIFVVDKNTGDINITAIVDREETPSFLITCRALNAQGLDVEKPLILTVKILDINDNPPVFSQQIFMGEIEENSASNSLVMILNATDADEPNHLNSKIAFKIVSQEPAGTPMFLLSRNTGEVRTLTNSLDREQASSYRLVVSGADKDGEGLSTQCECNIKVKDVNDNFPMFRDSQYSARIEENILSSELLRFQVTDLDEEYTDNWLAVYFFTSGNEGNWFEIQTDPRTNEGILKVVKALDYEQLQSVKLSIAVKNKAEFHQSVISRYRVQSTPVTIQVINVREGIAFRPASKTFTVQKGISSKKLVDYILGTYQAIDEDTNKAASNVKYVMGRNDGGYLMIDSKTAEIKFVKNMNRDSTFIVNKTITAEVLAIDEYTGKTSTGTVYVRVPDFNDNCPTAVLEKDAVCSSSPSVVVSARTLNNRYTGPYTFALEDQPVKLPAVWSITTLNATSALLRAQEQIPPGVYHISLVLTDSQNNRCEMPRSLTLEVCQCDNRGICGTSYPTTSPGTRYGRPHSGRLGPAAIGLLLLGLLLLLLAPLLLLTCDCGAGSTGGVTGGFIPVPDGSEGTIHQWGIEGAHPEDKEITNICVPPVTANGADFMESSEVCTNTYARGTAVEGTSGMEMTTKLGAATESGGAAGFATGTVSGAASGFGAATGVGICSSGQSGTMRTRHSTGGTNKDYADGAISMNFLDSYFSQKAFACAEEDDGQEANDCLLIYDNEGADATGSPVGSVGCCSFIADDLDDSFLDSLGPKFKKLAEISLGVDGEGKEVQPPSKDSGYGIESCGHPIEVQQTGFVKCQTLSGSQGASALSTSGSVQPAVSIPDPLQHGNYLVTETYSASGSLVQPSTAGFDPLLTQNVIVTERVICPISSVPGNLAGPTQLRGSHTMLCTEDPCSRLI
phage Ecoli inh: E. coli growth loss with phage present; growth absorbance; inhibition, % at 11.9 µM; 360,000 tested, 0.26% active; in the data active = inhibition above about 11%
AddAB inh: less growth of phage-infected E. coli with AddAB | E. coli expressing H. pylori AddAB, absorbance growth | inhibition, % at 11.9 µM | 330,000 tested, 0.29% active; in the data active = inhibition above about 12%;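 also: 0% = vehicle wells of infected cells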
OPRM1-OPRD1 inv: inverse agonist of human OPRM1-OPRD1 heterodimerization | P35372+P41143 | cell-based MOR-DOR heterodimer luminescence, inverse agonism | inhibition, % at 9.3 µM | 340,000 tested, 0.21% active; in the data active = inhibition above about 22%, passing the limit was not always enough;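 also: 0% = cells with DMSO and 100% = wells without cells with DMSO; values of inactives mirror those of a sister screen read the other way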
* hit, by the source's call; nt = not tested or not shown; & = joins results of further samples. Rows were taken by chance; about 2.8% have a hit in one of these screens.

SMILES	PfHsp90 yeast 2	Ecoli viability	OPRM1-OPRD1 ag	Arr AP2 block	PKA-R1A act	Mot1-301 SUMO	Tat transport	Pemphigus Ab inh	phage Ecoli inh	AddAB inh	OPRM1-OPRD1 inv
O=C(Nc1ccnn1C1CCN(C2CCCC2)CC1)c1ccccc1Cl	31	-1.8	-1.0	-7	17	-5	-2	78	2.2	0.0	5
Nn1c(SCC(=O)Nc2nnc(-c3ccccc3)o2)nnc1C1CC1	nt	0.6	-1.8	29	4	11	-2	104	1.3	-3.4	9
O=C(c1ccc(NC2=NC3CS(=O)(=O)CC3S2)cc1)N1CCN(c2ccc([N+](=O)[O-])cc2)CC1 (centres undefined)	-18	-0.9	-3.6	-9	14	37	5	102	-1.1	1.4	19
COC(=O)C1=C(C)N=C2SC(C#N)=C(N)N2C1c1cccc(OC)c1 (centres undefined)	2	1.4	-1.6	-7	-2	1	1	77	-0.2	-2.4	9
Cc1ccc(C(C[N+](=O)[O-])c2c(C)cc3ccccn23)cc1 (centres undefined)	8	-3.0	2.8	2	-9	375	-17	106	0.2	0.0	-14
CC(=O)OC1C=CCC2C(=O)c3cccc(O)c3C(O)C12 (centres undefined)	-10	nt	2.6	36	-2	nt	1	81	3.4	nt	-13
CC(C(O)C12CC3CC(CC(C3)C1)C2)N1CCCCC1 (centres undefined)	-17	2.5	2.4	7	-12	-8	-1	87	5.0	1.3	-18
COCCC(=O)N(Cc1ccc2c(c1)OCO2)C(C(=O)NC1CCCCC1)c1ccncc1 (centres undefined)	-2	1.2	-2.6	-2	0	68	3	100	2.0	2.8	16
CCn1ncc(C2=NOC(C(=O)NCc3ccc(Cl)cc3)C2)c1C (centres undefined)	5	-3.2	-2.1	15	-1	2	3	108	0.5	-0.9	11
O=C(Nc1ccc(S(=O)(=O)NC2=NCCCCC2)cc1)c1ccco1	nt	1.4	-0.5	7	-3	nt	1	115	2.8	-1.2	3
CCOC(=O)c1sc(NC(=O)CSc2nc3c(cc2C#N)CCCCCC3)c(C#N)c1C	16	-1.4	-1.1	31	-2	-6	-2	95	2.0	-2.8	6
O=c1cc(O)n(C2CCCCCC2)c(=O)[nH]1	15	0.2	-1.5	6	-7	-19	-13	104	-0.1	0.2	7
O=C(O)COn1c(-c2ccc(Cl)cc2)nc2ccc(Cl)cc21	8	-1.1	-1.5	6	-6	0	-6	80	4.9	3.5	10
CCOC(=O)N1CCN(C(=S)NC(=O)c2cncc(Br)c2)CC1	19	-1.6	-2.0	nt	1	0	-4	96	0.0	-1.2	11
Cc1csc(NC(=O)CSc2nnc(-c3ccoc3C)n2C(C)c2ccccc2)n1 (centres undefined)	2	-2.8	1.2	-8	-14	11	11	98	-2.5	0.1	-7
O=C(C1=C[C@H](c2ccc(Br)cc2)C[C@H](OCc2ccc(CO)cc2)O1)N1CCOCC1	-12	-1.4	-0.9	4	-1	83	-7	104	-1.4	-3.4	5
CN(C)C(=O)CCc1ccc2c3c([nH]c2c1)[C@]1(C)[C@@H](C(=O)N2CCOCC2)C[C@H](CC(=O)NCc2ccco2)C(=O)N1CC3	-2	-1.4	-2.6	-2	5	nt	-2	95	2.4	-1.2	13
CCOC(=O)C(NC(=O)CC)(Nc1ccc(S(N)(=O)=O)cc1)C(F)(F)F (centres undefined)	0	0.3	-2.6	33	-4	-2	2	102	3.5	2.5	14
C/C(=N\NS(=O)(=O)c1ccc(Cl)cc1)c1ccc(NC(=O)c2ccco2)cc1	28	0.6	-1.6	6	4	175	-1	102	5.8	1.5	9
CS(=O)(=O)Nc1cccc(C2=NN(S(C)(=O)=O)C(c3ccc4c(c3)OCO4)C2)c1 (centres undefined)	1	-2.1	-2.1	7	-5	nt	-3	96	0.7	-1.4	11
O=C(/C=C/c1ccccc1)NCCOc1ccccc1	4	0.8	-0.2	1	2	-15	-3	102	1.5	1.3	1
O=C1NC(=S)N/C1=C/c1cccn1-c1ccc([N+](=O)[O-])cc1	7	0.6	-1.4	40	6	2	3	98	4.7	0.2	8
O=C(CN1C(=O)COc2ccccc21)NCCCN1CCN(Cc2ccccc2)CC1	3	1.7	-0.2	7	7	5	-2	93	1.7	0.6	1
COc1cc(NC(=O)COC(=O)C2CC2)c(C)cc1[N+](=O)[O-]	15	0.6	-3.4	-3	2	-12	-2	93	3.0	1.6	20
Cc1ccc(S(=O)(=O)N2CCCCC2CCNC(=O)C(=O)NCC2CCCO2)cc1 (centres undefined)	-2	-0.1	-1.8	-29	-5	4	2	110	-0.1	-1.4	10
COc1cccc(CNC(=O)CN2C(=O)c3ccccc3S2(=O)=O)c1	nt	5.2	-0.9	46	-3	-17	4	109	-0.2	0.4	6
O=C(NC1CCCC1)c1ccc(COCC(F)(F)F)o1	-4	-2.3	1.8	23	5	26	3	95	2.2	2.7	-11
Cc1cnc(C(=O)OCC(=O)NC(=O)c2ccccc2)cn1	-1	0.8	-0.4	1	1	-10	-5	95	0.8	-2.0	3
O=C(C1CCC(CNS(=O)(=O)c2cccs2)CC1)N1CCCCC1 (centres undefined)	-1	0.5	0.0	3	8	7	-4	97	1.4	3.1	0
COc1cccc(/C=C2\SC(N3CCC(C)CC3)=NC2=O)c1OC	-28	-0.9	-2.8	9	1	615*	6	111	1.0	-2.7	13
CC(NC(=O)CCN1C(=O)c2ccccc2C1=O)c1ccc2c(c1)CCCC2 (centres undefined)	1	0.7	-1.8	-5	2	-4	-11	100	1.9	1.9	9
COc1ccc(C2c3[nH]c4ccccc4c3C[C@H]3C(=O)N(CCCO)CC(=O)N23)cc1OC (some centres undefined)	36	0.9	-1.2	-7	-4	3	-3	94	2.7	2.4	5
CC(CCc1ccccc1)NC(=O)CCNC(=O)Cn1ccc2ccccc2c1=O (centres undefined)	nt	0.1	-0.5	22	-5	-1	-5	125	1.6	5.1	3
COc1ccccc1NC(=O)c1nnn(CC(=O)Nc2cc(C)cc(C)c2)c1N	-2	-1.4	3.2	11	-1	0	1	102	0.6	0.3	-16
O=C(CSc1nnc(-c2cccc(F)c2)o1)NC1CCCC1	-14	nt	0.7	3	8	nt	-3	118	0.8	nt	-5
COc1ccc(-c2nc3ccccc3c(=O)n2CCOc2ccc(C)cc2C)cc1	-37	0.0	1.0	0	1	20	-3	200	5.4	0.0	-7
CCNC(=O)C(CCSC)NS(=O)(=O)c1ccc(C)cc1 (centres undefined)	7	0.5	-1.2	-2	-6	4	1	91	1.8	2.2	6
Cc1ccc(NC(=O)CCC(=O)NNC(=O)Nc2cccc(Cl)c2)c(C)c1	6	-2.9	-3.7	4	-16	1	-4	103	3.7	-1.8	19
O=S(=O)(c1cc(Cl)cc(Cl)c1)N1CCCC1c1nc2ccccc2s1 (centres undefined)	21	0.6	1.8	28	8	-5	4	98	1.7	3.0	-11
O=C1c2ccccc2C(O)(c2ccccc2)N1c1ccc([N+](=O)[O-])cc1Cl (centres undefined)	nt	nt	-2.0	-16	2	nt	-2	92	2.9	nt	11
CS(=O)(=O)c1cccc(-c2nnc(NC(=O)c3ccc(S(=O)(=O)N4CCCC4)cc3)o2)c1	nt	-1.9	-0.1	-10	-2	-5	-2	107	1.8	-4.1	0
O=c1c(Cl)c(N2CCN(c3ccc(F)cc3)CC2)cnn1C12CC3CC(CC(C3)C1)C2	3	-1.8	2.6	-5	-6	-3	4	130	5.7	3.7	-14
CCC1(c2ccc(F)cc2)NC(=O)N(CC(=O)Nc2cccc(S(=O)(=O)N3CCOCC3)c2)C1=O (centres undefined)	nt	nt	-2.0	3	-1	nt	3	99	-1.4	nt	8
Cc1cccc(-c2noc(-c3c(C)noc3C)n2)c1	nt	0.9	nt	-2	nt	4	nt	105	6.5	-0.2	nt
COc1cc2c(cc1OC)CN(C(=O)c1ccc(S(=O)(=O)N(C)c3ccccc3)cc1)CC2	-20	0.9	0.7	4	-1	213	3&1	102	3.4	2.4	-3
CNC(=O)c1ccc(N(Cc2ccccc2C)S(C)(=O)=O)cc1	-27	0.1	-1.1	-6	3	-6	0	122	1.6	-1.1	6
CCN1CCN(Cc2nc(N)nc(Nc3ccc(C)c(C)c3)n2)CC1	nt	-1.7	-3.5	36	-2	-5	10	105	2.3	0.3	17
CCCCN(CC)Cc1c(O)ccc2c3c(c(=O)oc12)CCC3	2	-0.9	-0.7	-6	-1	-1	-8	104	-0.3	0.1	4
CC(C)CCOc1ccc(Cl)cc1CN1CCOCC1	2	2.2	5.8	8	3	313*	-2	nt	2.9	4.0	-24
COc1ccccc1N(CC(=O)NCCN1CCOCC1)S(=O)(=O)c1ccc(C)cc1	nt	0.3	-2.7	23	-2	-7	2	100	-0.1	-0.9	14
CC1CCC(NC(=O)COC(=O)CNC(=O)c2ccc3ccccc3c2)CC1 (centres undefined)	nt	1.1	-3.5	-1	-12	1	5	101	-0.9	-0.2	14
O=C(NC1CCN(c2ncccn2)CC1)c1ccccc1Cl	10	0.0	-2.7	8	4	-4	7	100	-1.4	-0.6	13
CCOC(=O)N1CCN(Cc2nc3c(c(=O)[nH]c(=O)n3C)n2CCCc2ccccc2)CC1	4	-1.7	0.5	-5	6	-12	-2	104	2.8	1.6	-3
COc1ccnc(CSC(N)=Nc2ccccc2OC)c1	-12	-0.8	-2.1	-5	6	286	2	nt	3.7	1.2	12
CN(C)P(=NC(=O)COc1ccc(Cl)cc1Cl)(N(C)C)N(C)C	-21	1.1	-0.2	9	4	2	11	100	nt	-0.5	1
Cc1cc(O)c(-c2cc(C(=O)Nc3sc4c(c3C(=O)NCc3ccco3)CCC4)[nH]n2)cc1C	-37	-0.1	4.0	7	-8	191	-10	81	2.9	-0.6	-21
COc1ccc(OC)c(CNC(=O)CCNC(=O)Cn2ccc3ccccc3c2=O)c1	-15	-0.8	-2.3	3	-5	nt	-8	101	1.1	0.8	12
CC12CN3CC(C)(CN(C1)C3c1cc(Br)ccc1O)C2=O (centres undefined)	4	-3.0	2.1	2	6	0	-10	100	1.1	-2.1	-12

Bioassay records: PubChem, several laboratories
